PrPC TRFRET: inhibitors of human cell surface prion protein PrPC, primary screen, cell-based, TR-FRET. inhibition, % at 13.8 µM. 0.43% of 370,000 active. Major prion protein (Homo sapiens), P04156. AID 720596, 2013. TR-FRET read-out; in the data active = inhibition above about 24%; also: 0% = median of the test wells and 100% = reference compound wells
TcdB inh: TcdB glycohydrolase inhibitors, primary screen, biochemical, single point, plate reader. 0.24% of 350,000 active. TcdB glycohydrolase enzymatic assay. AID 652162, 2013. inhibition, % at 9.99 µM. Toxin B (Clostridioides difficile), P18177; in the data active = inhibition above about 10%
* hit, by the source's call; & = joins results of further samples. An excerpt. The share of hits here may be higher or lower than overall.

SMILES	PrPC TRFRET	TcdB inh
C[C@@H]1CN([C@H](C)CO)C(=O)c2cc(NC(=O)Nc3ccc(F)cc3)ccc2O[C@@H](C)CCCCO[C@@H]1CN(C)C(=O)CCCN(C)C	1.2	0.6
COC(=O)C1=C(C)N(Cc2ccccc2C(F)(F)F)C(=NCC2CC2)NC1c1cccc(F)c1 (configuration not stated)	4.7	-0.3
COc1ccc(NS(=O)(=O)c2ccc(NN=Cc3ccc(C(=O)O)cc3)c([N+](=O)[O-])c2)cc1	-8.4	-0.1
Cc1cccc(C)c1NC(=O)C1(C)CSCC(=O)N1Cc1cccs1 (configuration not stated)	9.0	0.1
COC(=O)c1cc2c(c3c4ccccc4n(S(=O)(=O)c4ccc(OC)cc4)c13)C(=O)N(C)C2	0.2	2.8
COC(=O)C1=C(C)N(Cc2cccc(C(F)(F)F)c2)C(=NCc2cc(OC)c(OC)c(OC)c2)NC1c1cccc(F)c1 (configuration not stated)	6.2	0.0
Cc1cc(N2CCNC[C@@H]2C)ccc1N1CCN(Cc2ccccc2)[C@@H](C)C1	-3.0	-2.8
O=C(N[C@H](C(=O)N1CCC[C@H]1C(=O)NCCc1ccccc1Cl)c1ccccc1)C1CCCC1	1.6	-1.6
CCOC(=O)/C=C/c1cccc(OC)c1O	-4.4	1.6
C[C@@H]1C=CCCO[C@]12C(=O)N(Cc1ccccc1C(F)(F)F)c1ccccc12	-4.1	1.8
COC(=O)[C@]12C[C@H](CC(=O)NCc3ccccc3)C(=O)N(Cc3ccccc3)C1=C[C@H](C(C)(C)C)O[C@@H]2C	-0.4	0.0
O=C(Nc1ccccc1)N1Cc2cc(Br)ccc2-n2nncc2C1	3.3	1.4
CC(C)(C)S(=O)N1C[C@@H]2CC(=O)C(CCO)=C2[C@H]1CCO (some centres not stated)	-0.9	-0.1
CCOC(=O)C1=CCN(S(=O)(=O)c2ccc(Br)cc2)C1c1cccc(F)c1 (configuration not stated)	-2.3	1.3
CCOC(=O)CNC(=O)N(C)[C@H]1C[C@H]2c3[nH]c4c(-c5ccc6c(c5)OCO6)cccc4c3CCN2C(=O)[C@H]1[C@H](C)O	-9.5	1.9

Record cards (already shown). Order of values: PrPC TRFRET | TcdB inh
`Cc1cccc(C)c1NC(=O)C1(C)CSCC(=O)N1Cc1cccs1` (configuration not stated) reads 9.0 | 0.1
`O=C(N[C@H](C(=O)N1CCC[C@H]1C(=O)NCCc1ccccc1Cl)c1ccccc1)C1CCCC1` reads 1.6 | -1.6
`COc1ccc(NS(=O)(=O)c2ccc(NN=Cc3ccc(C(=O)O)cc3)c([N+](=O)[O-])c2)cc1` reads -8.4 | -0.1
`COC(=O)C1=C(C)N(Cc2ccccc2C(F)(F)F)C(=NCC2CC2)NC1c1cccc(F)c1` (configuration not stated) reads 4.7 | -0.3

Next entries:
SMILES	PrPC TRFRET	TcdB inh
CC(C)c1[nH]nc2c1C(c1cccc(C(F)(F)F)c1)N(Cc1ccccc1)C2=O (configuration not stated)	-5.1	0.9
COC(=O)[C@@]12C[C@@H](CC(=O)N3CCN(C(=O)C4CC4)CC3)C(=O)N(Cc3ccc4c(c3)OCO4)C1=CCC(C)(C)C2	1.4	-0.5
CCC(C(=O)NC1CCCC1)n1c(-c2ccccn2)nc2ccccc21 (configuration not stated)	4.9	0.6
Cc1ccc(S(=O)(=O)N2CC3=C(c4ccccc4)CC4(C)C(=O)C(C)(C)CC4=C3C2)cc1 (configuration not stated)	-3.3	2.3
C[C@@H](CN1C2=NC[C@@H](Cc3ccccc3)N2C[C@H]1Cc1ccc(O)cc1)NC(=O)CCC1CCCCC1	-3.5	1.2
C[C@@H]1CN(c2ccc(N3CCN(C(=O)OC(C)(C)C)C[C@H]3C)cc2C#N)CCN1Cc1ccccc1	-0.2	-1.9
CC(c1nc2ccccc2[nH]1)n1c(-c2ccncc2)nc2ccccc21 (configuration not stated)	-0.9	0.5
Cc1ccc(-c2nc3ncccn3c2N)cc1	-16.2	0.8
COC(=O)[C@@]12C[C@@H](CC(=O)NCCC(C)C)C(=O)N(Cc3ccccc3)C1=CCC(C)(C)C2	-1.5	3.0
COC(=O)N1C[C@H](OC(=O)c2ccc(-c3ccccc3)cc2)[C@H]2C[C@@H]1c1ccccc1O2	-4.6	1.6
CCCCOCC1CN(CCCC)S(=O)(=O)c2c(cccc2Sc2ccc(SC)cc2)O1 (configuration not stated)	2.4	-4.6
C[C@@H]1CNCCN1c1ccc(N2CCN(Cc3ccccc3)[C@@H](C)C2)c(C#N)c1	-9.1	1.7
COc1ccc(N2CCN(C(=O)C(=O)c3cc(OC)c4ccccc4c3)CC2)cc1	4.4	1.1
O=C(C=Cc1ccc(O)c(O)c1)NCC(=O)NC(Cc1ccccc1)C(=O)O (configuration not stated)	-2.2	-0.8
O=C(O)C(Br)Br	-7.4	0.1
C(=C/c1ccccc1)/c1ccccc1	5.1	-1.4
O=C(NCc1ccccc1)C(c1ccc(-c2ccccc2)cc1)N1CCN(C(=O)C2CCCO2)CC1 (configuration not stated)	-0.4	1.8
CCCCNC(=O)C[C@@H]1C[C@@]2(C(=O)OC)CC(C)(C)CC=C2N(CCc2ccc(OC)c(OC)c2)C1=O	-5.5	1.4
CC(C)NC(=O)N[C@H]1C=C[C@H](CC(=O)NCc2ccc(Oc3ccccc3)cc2)O[C@@H]1CO	-1.6	-0.3&-1.3
Cc1ccc2nc(CN(C)C(=O)[C@H](CCc3ccccc3)NC(=O)[C@H]3O[C@@H](n4cnc5c(N)ncnc54)[C@H](O)[C@@H]3O)[nH]c2c1	1.0	1.9
O=C(NCC1CCN(C(=O)C(=O)c2cccs2)CC1)c1ccc2c(c1)CCO2	-3.1	-1.3
CCCCCCCCN1C(=O)[C@H](CC(=O)N2CCOCC2)C[C@@]2(C(=O)OC)CC(C)(C)CC=C12	8.9	1.4
Cc1onc(-c2c(F)cccc2Cl)c1-c1ncc(-c2ccc(Cl)cc2)o1	-7.9	0.9
COC(=O)C1=C(C)N(Cc2ccccc2C(F)(F)F)C(=NCc2cccc(C(F)(F)F)c2)NC1c1ccc(C(F)(F)F)cc1 (configuration not stated)	6.6	-0.7
CCCCCNC(=O)C(C1CC1)n1c(=O)c(-c2ccco2)nc2ccccc21 (configuration not stated)	-0.4	0.1
CCOC(=O)CC1(CC)Oc2ccccc2N1S(=O)(=O)c1ccc(C)cc1 (configuration not stated)	14.9	1.3
COCCCNC(=O)[C@H]1O[C@@H](n2cnc3c(=O)[nH]c(N)nc32)[C@H](O)[C@@H]1O	1.3	0.4
COC(=O)[C@]12CCCCC=C1N(Cc1ccc3c(c1)OCO3)C(=O)[C@H](CC(=O)NCCc1ccccc1OC)C2	9.3	0.9
Cc1cc(C)c(C2=NOC3c4ccccc4OCC23)c(C)c1 (configuration not stated)	-1.6	0.8
CN(Cc1ccccc1)C(=O)c1cccc(NC(=O)Cc2cccc(NC(=O)C3CCN(C(=O)CCc4ccccc4)CC3)c2)c1	2.5	1.3

Three of these compounds, set out differently:
O=C(NCc1ccccc1)C(c1ccc(-c2ccccc2)cc1)N1CCN(C(=O)C2CCCO2)CC1 (configuration not stated)
- PrPC TRFRET: -0.4
- TcdB inh: 1.8

CCCCNC(=O)C[C@@H]1C[C@@]2(C(=O)OC)CC(C)(C)CC=C2N(CCc2ccc(OC)c(OC)c2)C1=O
- PrPC TRFRET: -5.5
- TcdB inh: 1.4

CC(C)NC(=O)N[C@H]1C=C[C@H](CC(=O)NCc2ccc(Oc3ccccc3)cc2)O[C@@H]1CO
- PrPC TRFRET: -1.6
- TcdB inh: -0.3&-1.3

Three entries from above, arranged by molecular weight, lowest first.
SMILES	PrPC TRFRET	TcdB inh
Cc1cc(C)c(C2=NOC3c4ccccc4OCC23)c(C)c1 (configuration not stated)	-1.6	0.8
CCC(C(=O)NC1CCCC1)n1c(-c2ccccn2)nc2ccccc21 (configuration not stated)	4.9	0.6
CCCCCNC(=O)C(C1CC1)n1c(=O)c(-c2ccco2)nc2ccccc21 (configuration not stated)	-0.4	0.1

New compounds follow.
SMILES	PrPC TRFRET	TcdB inh
CCc1c(-c2ccc(OC)cc2)ncn1CCc1ccccc1OC	16.5	-7.3
COc1ccc(C(O)C(O)(C(=O)OC(C)C)c2ccc(C)cc2)cc1 (configuration not stated)	-6.3	-0.7
CCC/C(=C1/c2ccccc2C(=O)N1c1ccccc1)c1c(C)noc1C	-2.5	-0.5
COc1cc(C(=O)C(=O)N2CCC(Cc3ccccc3)CC2)cc2ccccc12	-6.7	0.8
O=C1Nc2ccccc2C(=O)N(C2CCCC2)C1C(=O)NC1CC1 (configuration not stated)	-4.0	0.5
O=C(N[C@H](C(=O)N1CCC[C@H]1C(=O)NC1CCCC1)C1CCCCC1)c1nccs1	-7.5	1.2
CN1C(=O)c2cc(NC(=O)C3CC3)ccc2OC[C@H]2O[C@@H](CC(=O)NC3CCC3)CC[C@@H]21	-2.4	-8.0
COc1ccc([N+](=O)[O-])cc1CN1CCN(c2ncc(Cc3ccccc3)cn2)CC1	-1.1	-0.5
COC(=O)Cc1nnn2c1[C@H](C)[C@@H](OC)c1ccccc1-2	-1.0	0.8
Cc1ccc2nc(-c3cccc(Br)c3)c(Cc3ccsc3)n2c1	6.3	1.5
CC1(C)OC(=O)C2=C(CC(CCc3ccccc3)OC2c2ccc(Cl)c(Cl)c2)O1 (configuration not stated)	7.1	0.0
COCCN(Cc1ccc(C)cc1)C(=O)[C@H]1O[C@@H](n2cnc(C(N)=O)n2)[C@H](O)[C@@H]1O	-4.0	0.7
C[C@H](O)[C@@H]1C(=O)N2CCc3c([nH]c4cccc(-c5ccccc5)c34)[C@@H]2C[C@@H]1N(C)C(=O)Nc1ccccc1	-7.3	2.4
CCCCCCCCN1C(=O)[C@@H](CC(=O)N2CCOCC2)C[C@@]2(C(=O)OC)C1=C[C@H](C1CCCC1)O[C@@H]2C	6.3	1.0
COC(=O)[C@]12CCCCC=C1N(CCc1ccc(OC)c(OC)c1)C(=O)[C@H](CC(=O)NCCCN1CCCC1=O)C2	11.3	0.2
O=C(NCCc1ccccc1Cl)[C@@H]1CCCN1C(=O)[C@@H](NC(=O)N1CCOCC1)c1ccccc1	-4.9	-0.5
COC(=O)[C@]12C[C@H](CC(=O)N3CCN(C(=O)c4ccco4)CC3)C(=O)N(Cc3ccccc3)C1=C[C@H](C1CCCC1)O[C@@H]2C	2.0	-5.9
Cc1cccc(C)c1NC(=O)C(c1ccccc1OC(F)(F)F)N1CCC(c2ccccc2)CC1 (configuration not stated)	-0.9	0.5
Cc1cc(C)cc(OCCCN2CCC(C(O)(c3ccccc3)c3ccccc3)CC2)c1	2.3	1.0
CC(C)(C)C(C(=O)NCc1ccccc1)N1CCN(C(=O)C2CCCO2)CC1 (configuration not stated)	-5.5	1.2
Cc1[nH]c2ccccc2c1CC(=O)Nc1ccc(Nc2cccnc2)c(-c2ccc(-c3ccccc3)cc2F)c1	-1.9	-0.5
COCc1cc(N2CCNC[C@@H]2C)ccc1N1C[C@@H](C)O[C@@H](C)C1	4.2	-4.7
COc1ccc(NC(=O)N[C@H]2C=C[C@@H](CC(=O)NC3CCC3)O[C@@H]2CO)cc1	0.5	0.1&0.3
COCCN1C(=O)CN(S(C)(=O)=O)CC1(C)C(=O)NCc1ccccc1 (configuration not stated)	-1.5	-0.2
O=C1c2ccccc2NC(c2cc(Cl)cc(Cl)c2O)N1CCc1ccccn1 (configuration not stated)	8.9	0.8
Nc1ccn([C@@H]2O[C@H](C(=O)N[C@H](Cc3ccccc3)C(=O)N[C@H]3CCCCNC3=O)[C@@H](O)[C@H]2O)c(=O)n1	5.9	1.7
O=C(C(=O)N1CCC(c2ccccc2)CC1)c1cccc([N+](=O)[O-])c1	-17.3	0.5
O=C(NCc1ccccc1)C(c1ccncc1)n1c(=O)c(-c2ccccc2)nc2ccccc21 (configuration not stated)	-10.8	1.2
COC(=O)[C@]12C[C@H](CC(=O)NCC3CCCCC3)C(=O)N(Cc3ccc4c(c3)OCO4)C1=C[C@H](COCc1ccccc1)O[C@@H]2C	6.6	1.7
COC(=O)[C@]12CCCCC=C1N(Cc1ccc3c(c1)OCO3)C(=O)[C@H](CC(=O)NCc1cccc3ccccc13)C2	5.8	1.1
CC1(C(=O)Nc2ccc3c(c2)OCCO3)CSCC(=O)N1CCc1ccccc1F (configuration not stated)	-4.1	1.2
Cc1ccc2c(c1)-n1c(nc3cc(F)ccc3c1=O)C(Cc1ccccc1)NC2=O (configuration not stated)	6.8	2.5
CCCCNC(=O)c1nc(-c2cc3ccccc3[nH]2)oc1-c1cccc(C(F)(F)F)c1	4.0	1.3
COC(=O)c1cc2c(c3c4cc(C)ccc4n(S(=O)(=O)c4ccc(OC)cc4)c13)C(=O)N(C)C2	0.9	1.0
O=C(N/N=C/c1c(O)ccc2ccccc12)Nc1ccccc1	-10.0	0.6
C=CCN=C1NC(c2cccc(F)c2)C(C(=O)OC)=C(C)N1C (configuration not stated)	-5.9	0.0

Taken from above:
Entry of `Cc1ccc2c(c1)-n1c(nc3cc(F)ccc3c1=O)C(Cc1ccccc1)NC2=O` (configuration not stated) in TcdB inh: 2.5
Entry of `C=CCN=C1NC(c2cccc(F)c2)C(C(=O)OC)=C(C)N1C` (configuration not stated) in TcdB inh: 0.0
Entry of `CC1(C(=O)Nc2ccc3c(c2)OCCO3)CSCC(=O)N1CCc1ccccc1F` (configuration not stated) in PrPC TRFRET: -4.1
Entry of `O=C(N/N=C/c1c(O)ccc2ccccc12)Nc1ccccc1` in TcdB inh: 0.6

Bioassay records as filed in PubChem BioAssay.
